From PubChem
POLB inh: qHTS Assay for Inhibitors of DNA Polymerase Beta | P06746 | 340,000 tested, 1.3% active | Potency, µM (doses to about 114 µM), for inactives: at the top dose activity change, negative = inhibition, actives largely listed as inhibitors | Pol beta primer extension/strand displacement, fluorescence kinetic; note: % is set by controls: 0 for no effect and ±100 for the full control effect
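Preincubation: enzyme (10 nM) with compound, 15 min, RT. Reaction: substrate added to 50 nM final. Reads: 0 and 10 min. Analysis: normalized, Hill fit.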
BLM inh: qHTS Assay for Inhibitors of Bloom's syndrome helicase (BLM); RecQ-like DNA helicase BLM (Homo sapiens), P54132; recombinant BLM DNA unwinding, fluorescence dequenching; Potency, µM (series often up to 56.1 µM), inactives show top-dose activity change, negative = inhibition, hits mostly inhibitors; 350,000 tested, 0.2% active; AID 2528, 2010;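 note: plate controls were vehicle for no effect and no enzyme for full effect; nearly all actives have a fitted effect of over 35% in size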
G9a inh: qHTS Assay for Inhibitors of Histone Lysine Methyltransferase G9a; AID 504332, 2011; Histone-lysine N-methyltransferase EHMT2 (Homo sapiens), Q96KQ7; G9a H3K9 monomethylation, AlphaScreen, 2 h; Potency, µM (highest dose often 102 µM), inactives show at the top dose activity, negative = inhibition, most hits filed as inhibitors; 350,000 tested, 8.8% active; note: % is set by controls: 0 for no effect and ±100 for the full control effect; nearly all actives have a fitted effect of over 75% in size
Target sequence (Q96KQ7 913-1193 limits assumed): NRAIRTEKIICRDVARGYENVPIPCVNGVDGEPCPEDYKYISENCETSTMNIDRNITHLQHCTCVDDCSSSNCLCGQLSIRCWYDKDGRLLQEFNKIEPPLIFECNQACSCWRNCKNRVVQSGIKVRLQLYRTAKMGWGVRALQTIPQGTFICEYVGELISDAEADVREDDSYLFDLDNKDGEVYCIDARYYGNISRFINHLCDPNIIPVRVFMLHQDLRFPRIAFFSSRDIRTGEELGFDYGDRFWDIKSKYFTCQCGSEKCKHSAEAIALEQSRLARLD
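Readings reflect AlphaScreen signal from monomethyl-H3K9 antibody detection. HMT at 20 nM; substrate b-H3K9 500 nM; cofactor SAM 20 uM; 2 h RT reaction; compounds tested as titrations in qHTS with 15 min preincubation.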
Pol kappa inh: qHTS for Inhibitors of Polymerase Kappa. DNA polymerase kappa (Homo sapiens), Q9UBT6. purified Pol kappa, fluorescent DNA synthesis assay, 10 min. Potency, µM (series often up to 107 µM), for the others: top-dose activity, negative = inhibition, actives largely listed as inhibitors. 400,000 tested, 0.53% active. AID 588579, 2011; note: % is set by controls: 0 for no effect and ±100 for the full control effect
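First, compounds were pin-transferred onto 10 nM Pol kappa. After 15 min at room temperature, substrate was added to 50 nM final. Fluorescence was then measured kinetically at 0 and 10 min.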
POLH inh: qHTS for Inhibitors of Polymerase Eta; 390,000 tested, 1.2% active; Potency, µM (titrated, usually from 114 µM), for inactives: at the highest dose activity change, negative = inhibition, actives largely listed as inhibitors; DNA polymerase eta (Homo sapiens), Q9Y253; AID 588591, 2011; recombinant Pol eta, fluorescent DNA replication assay; note: % is set by controls: 0 for no effect and ±100 for the full control effect
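Pol eta (10 nM) was preincubated with compounds for 15 min at room temperature, after which fluorescent replication substrate (50 nM final) was added to start the reaction. Fluorescence was read kinetically at 0 and 10 min.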
BAZ2B block: qHTS Assay for Inhibitors of BAZ2B. AID 504333, 2011. AlphaScreen BAZ2B-H3K14Ac peptide displacement. Bromodomain adjacent to zinc finger domain protein 2B (Homo sapiens), Q9UIF8. Potency, µM (top dose mostly 114 µM), without a hit: at the highest dose activity change, negative = inhibition, hits mostly inhibitors. 360,000 tested, 4.4% active; note: % is set by controls: 0 for no effect and ±100 for the full control effect; nearly all actives have a fitted effect of over 60% in size
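Compounds, titrated to a top concentration of 110 uM, were incubated 30 min at room temperature with preformed BAZ2B/acetyl-K14 H3 peptide complex (50 nM each). Proximity signal was measured by AlphaScreen after 20 min with beads.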
APEX1 inh: qHTS Assay for Inhibitors of the Human Apurinic/apyrimidinic Endonuclease 1 (APE1). recombinant APE1, TAMRA/BHQ-2 abasic DNA cleavage fluorescence. DNA repair nuclease/redox regulator APEX1 (Homo sapiens), P27695. 350,000 tested, 0.35% active. Potency, µM (highest dose often 65.8 µM), for the others: at the highest dose activity change, negative = inhibition, actives largely listed as inhibitors;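 note: plate controls were vehicle for no effect and reference inhibitor for full effect; nearly all actives have a fitted effect of over 55% in size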
Target sequence (P27695 whole entry, looked up): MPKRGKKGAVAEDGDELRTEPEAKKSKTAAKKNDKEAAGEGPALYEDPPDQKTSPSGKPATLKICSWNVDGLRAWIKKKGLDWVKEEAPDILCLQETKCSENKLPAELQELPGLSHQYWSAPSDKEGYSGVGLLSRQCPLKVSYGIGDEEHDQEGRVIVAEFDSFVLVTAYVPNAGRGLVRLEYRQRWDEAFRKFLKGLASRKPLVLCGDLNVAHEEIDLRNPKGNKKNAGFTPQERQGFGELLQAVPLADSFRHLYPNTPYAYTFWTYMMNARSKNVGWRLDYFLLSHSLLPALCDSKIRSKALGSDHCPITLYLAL
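Activity was derived from the fluorescence gain between first and third kinetic reads (60 s intervals, ex 525/em 598 nm) after 50 nM THF-abasic TAMRA/BHQ-2 duplex was added to 0.75 nM APE1 preincubated 15 min with compound.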
POLI inh: qHTS for Inhibitors of Polymerase Iota. DNA polymerase iota (Homo sapiens), Q9UNA4. Pol iota fluorescent replication assay, 10 min. Potency, µM (top dose mostly 115 µM), inactives show at the highest dose activity, negative = inhibition, usual class: inhibitors. 390,000 tested, 1% active
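Pol iota at 10 nM preincubated 15 min with compounds at room temperature; reaction started with fluorescent substrate, 50 nM final. Fluorescence read kinetically at 0 and 10 min; buffer-only wells as negative control.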
JMJD2A Tudor: qHTS Assay for Inhibitors of JMJD2A-Tudor Domain; AlphaScreen JMJD2A-Tudor / H3K4me3 peptide binding; Lysine-specific demethylase 4A (Homo sapiens), O75164; 390,000 tested, 4.4% active; AID 504339, 2011; Potency, µM (titrated, usually from 114 µM), for the others: top-dose activity change, negative = inhibition, usual class: inhibitors; note: % is set by controls: 0 for no effect and ±100 for the full control effect; nearly all actives have a fitted effect of over 50% in size
Starred values were filed as active, the others as inactive; u = inconclusive; x = not tested or not shown; & = joins results of further samples; ! = not active in a repeat; [ ] = another dose, or the depositor's remark. Calls come from the whole dose curve; as a rule, active = well fitted curve in the direction sought with a large enough effect; inconclusive = small, poorly fitted or top-dose-only effect, or another doubt; inactive = no such curve, though single readings can be large; an effect the other way counts as inactive or inconclusive. Potency is the fitted concentration of half-maximal effect.

SMILES | POLB inh | BLM inh | G9a inh | Pol kappa inh | POLH inh | BAZ2B block | APEX1 inh | POLI inh | JMJD2A Tudor
CCOC(=O)c1ccc(C(=O)NNC(=O)C2C3C=CC(C3)C2C(=O)O)cc1 (stereo unspecified) | 22% | -2% | -5%[0.501 µM] | -2% | 0% | -5% | -18% | 13% | -13%
COc1ccccc1C(=O)NC(CCSC)C(=O)OCC(=O)N1CCCC1=O (stereo unspecified) | x | x | -29%[12.7 µM] | 3% | -7% | 7% | -8% | 17% | -9%
Cc1cc(S(=O)(=O)N2CCOCC2)ccc1OCC(=O)Nc1ccc(F)c(Cl)c1 | 13% | -4% | 17% | -4% | -16% | -1% | 18% | 83%[activator] | 0%
C/C(=N/NS(=O)(=O)c1ccc(C)cc1C)c1c[nH]c2ccccc12 | 0% | -11% | u | -19% | -5% | -32% | 6% | 24% | -28%
CCN(CC)C(=O)c1ncn(C)c1C(=O)N(CC)CC | x | x | x | 8% | -14% | x | 12% | u | u
COc1ccc(CCN2C(=O)N(c3cccc(OC)c3)C(=O)C2CC(=O)Nc2ccccc2)cc1 (stereo unspecified) | 9% | -9% | -26%[59 µM] | -5% | -20% | -11% | x | 36%[activator] | -21%
COC(=O)C1=C(C)N=c2s/c(=C/c3cccs3)c(=O)n2C1c1ccc(F)cc1 (stereo unspecified) | 15% | -2% | -1%[59 µM] | -5% | -20% | -4% | 12% | 21% | -26%
CNC(=O)CN(c1ccc2c(c1)OCCO2)S(C)(=O)=O | -2% | -1% | 8%[2.33 µM] | -5% | -6% | -13% | -1% | 15% | -11%
Cc1cccc(N2CCN(C(=O)c3ccncc3)CC2)c1C | -27% | 0% | 6%[59 µM] | -2% | -18% | -14% | 1% | -2% | -11%
COc1ccc(N/N=C/c2c(C(=O)O)ccc3ccccc23)cc1 | 11% | -13% | 6%[12.7 µM] | 2% | -2% | -36% | u | 6% | -29%
Cc1ccc(CN2CCN(Cc3cccn3-c3ccccn3)CC2CCO)o1 (stereo unspecified) | u | 0% | x | 15% | -7% | -17% | 0% | 44% | -19%
COc1ccc(NC(=O)CN(C)C(=O)c2cc3c(cc2Cl)N2CCCCCC2=NS3(=O)=O)cc1 | x | x | u | -13% | 4% | -4% | -7% | 17% | -15%
CCOc1cc(-c2nnc(SCC(=O)NC3CCCC3)nc2-c2ccc(OC)c(OCC)c2)ccc1OC | -30% | 2% | 11µM* | -9%[60.1 µM] | -14% | u | x | 22% | -17%
Cc1ccc(NC(=O)Cn2cnc3c2c(=O)n(C)c(=O)n3C)cc1C | 6% | -2% | -33%[59 µM] | -11%[60.1 µM] | -17% | 5% | x | -22% | 3%
Cc1ccc(Cl)cc1N1CCN(C(=O)c2ccc3c(c2)N(Cc2ccccc2)CCS3)CC1 | 1% | -10% | u | -9% | -16% | -30% | x | -2% | -31%
O=C(NCc1ccco1)C1CCCN(S(=O)(=O)c2ccc(-n3cnnn3)cc2)C1 (stereo unspecified) | 25µM* | 1% | 56µM* | u | 20µM* | u | u | u | -33%
Cc1ccc(Cn2c(C(=O)O)c(CNCCc3cccs3)c3ccc(C)cc32)cc1 | 1% | -3% | u | -20% | -27% | -33% | x | 2% | u
CCOc1ccc(C(=O)n2cc(C(=O)OC)c3ccccc32)cc1OCC | u | -3% | 20% | -7% | -14% | 8% | -9% | 119%[activator] | 21%
O=C(NCc1ccccc1)c1c(F)c(F)c(F)c(F)c1F | 15% | 1% | 22%[59 µM] | -5% | 8% | 10% | 14% | 3% | 10%
CCOC(=O)C1CCCN(CC(O)COC(c2ccccc2)c2ccccc2)C1 (stereo unspecified) | 10% | -3% | 16%[59 µM] | -10% | -5% | -14% | 35%[12.4 µM] | 114%[activator] | -22%
CCN(CC)S(=O)(=O)c1ccc(C(=O)NNC(=O)c2cccs2)cc1 | 5% | -1% | 11%[59 µM] | -2% | u | 3% | 0% | -14% | -5%
CC1CCC(C(=O)NC(C(=O)NCCCN2CCOCC2)C(C)C)CC1 (stereo unspecified) | 12% | -2% | -12%[59 µM] | 0% | -18% | -16% | -4% | -1% | 0%
COc1ccc(NC(=O)c2oc3ccccc3c2NC(=O)c2cc3ccccc3o2)c(OC)c1 | 27% | -6% | -24%[59 µM] | -13% | -1% | -5% | x | 3% | -8%
O=C(NCc1ccco1)/C(=C/c1cccc([N+](=O)[O-])c1)NC(=O)c1ccco1 | 40% | -3% | 2% | -4% | -2% | -10% | 12% | 43%[activator] | -16%

Some of the entries so far, tab-delimited.
structure	POLB inh	BLM inh	G9a inh	Pol kappa inh	POLH inh	BAZ2B block	APEX1 inh	POLI inh	JMJD2A Tudor
Cc1ccc(NC(=O)Cn2cnc3c2c(=O)n(C)c(=O)n3C)cc1C	6%	-2%	-33%[59 µM]	-11%[60.1 µM]	-17%	5%	x	-22%	3%
Cc1ccc(Cl)cc1N1CCN(C(=O)c2ccc3c(c2)N(Cc2ccccc2)CCS3)CC1	1%	-10%	u	-9%	-16%	-30%	x	-2%	-31%
O=C(NCc1ccco1)C1CCCN(S(=O)(=O)c2ccc(-n3cnnn3)cc2)C1 (stereo unspecified)	25µM*	1%	56µM*	u	20µM*	u	u	u	-33%
Cc1ccc(Cn2c(C(=O)O)c(CNCCc3cccs3)c3ccc(C)cc32)cc1	1%	-3%	u	-20%	-27%	-33%	x	2%	u
CCOc1ccc(C(=O)n2cc(C(=O)OC)c3ccccc32)cc1OCC	u	-3%	20%	-7%	-14%	8%	-9%	119%[activator]	21%
O=C(NCc1ccccc1)c1c(F)c(F)c(F)c(F)c1F	15%	1%	22%[59 µM]	-5%	8%	10%	14%	3%	10%
CCOC(=O)C1CCCN(CC(O)COC(c2ccccc2)c2ccccc2)C1 (stereo unspecified)	10%	-3%	16%[59 µM]	-10%	-5%	-14%	35%[12.4 µM]	114%[activator]	-22%
CCN(CC)S(=O)(=O)c1ccc(C(=O)NNC(=O)c2cccs2)cc1	5%	-1%	11%[59 µM]	-2%	u	3%	0%	-14%	-5%
CC1CCC(C(=O)NC(C(=O)NCCCN2CCOCC2)C(C)C)CC1 (stereo unspecified)	12%	-2%	-12%[59 µM]	0%	-18%	-16%	-4%	-1%	0%
COc1ccc(NC(=O)c2oc3ccccc3c2NC(=O)c2cc3ccccc3o2)c(OC)c1	27%	-6%	-24%[59 µM]	-13%	-1%	-5%	x	3%	-8%
O=C(NCc1ccco1)/C(=C/c1cccc([N+](=O)[O-])c1)NC(=O)c1ccco1	40%	-3%	2%	-4%	-2%	-10%	12%	43%[activator]	-16%

Continuation.
SMILES | POLB inh | BLM inh | G9a inh | Pol kappa inh | POLH inh | BAZ2B block | APEX1 inh | POLI inh | JMJD2A Tudor
COC(=O)CSc1nnc(CNC(=O)c2ccccc2F)n1-c1ccccc1 | 9% | -16% | 8% | 5% | -14% | 24% | 3% | 116%[activator] | 10%
O=C(CCSCc1cccc(Cl)c1)NC1CCCC1 | 6% | 1% | -1%[59 µM] | -6% | -12% | 17% | 6% | u | -1%
O=C(CCc1nc2ccccc2s1)c1ccccc1 | 19% | -6% | 35%[59 µM] | -3% | -12% | 71%[activator] | -1% | -1% | 28%
Oc1cc(O)c2c(c1)O[C@H](c1ccc(O)c(O)c1)[C@@H](O)C2 | 13µM* | -3%&-1% | 28µM*! | u | 28µM*! | 0% | 11µM*! | u | -10%
CC(C)CCNC(=O)c1ccc2c(c1)ncn2C1CCCCC1 | 10% | 3% | -28%[59 µM] | -5% | -20% | -33% | 1% | 30%[activator] | -3%
COc1ccc(-c2nnc3ccc(SCC(=O)Nc4cc(C)on4)nn23)cc1OC | 9% | 0% | -34% | -4% | -12% | x | -3% | 42%[activator] | 10%
O=C(NCC(c1ccco1)N1CCCC1)c1ccccc1Sc1ccc(C(F)(F)F)cc1[N+](=O)[O-] (stereo unspecified) | x | x | 10µM* | -6% | -16% | u | -7% | 26% | u
COc1cc(N)c2ncccc2c1OC | x | x | x | -11% | 0% | x | x | 91%[activator] | -28%
COc1ccc2nc(/C=N/NC(=O)[C@H](CCSC)NC(=O)OC(C)(C)C)ccc2c1 | 9% | 7% | -22%[59 µM] | 1% | -18% | -35% | 26% | 10% | -1%
CCC1(C(=O)c2ccccc2)C2c3cc(Br)ccc3OC(=O)C21C(=O)N1CCOCC1 (stereo unspecified) | 2% | -11% | 11%[59 µM] | -6% | -12% | u | 13% | u | -14%
CCOC(=O)c1ccc(CN(Cc2ccc(F)cc2)S(=O)(=O)c2ccc(F)c(C(=O)Nc3cc(Cl)ccc3OC)c2)cc1 | 19% | -1% | -6%[59 µM] | -8%[60.1 µM] | -15% | 3% | x | 39%[activator] | -11%
O=C(NNc1nc(-c2ccccc2)cs1)c1ccco1 | 39% | 7% | -1%[59 µM] | -3% | -27% | -37% | 9% | 6% | -19%
Cc1nnc2n(-c3ccccc3)c(=O)c3c4c(sc3n12)COC(C)(C)C4 | 24% | 2% | -2% | 0% | -13% | 10% | 0% | -6% | -6%
Cc1ccc(S(=O)(=O)NCCc2csc(-c3cccc(F)c3)n2)cc1 | -19% | -5% | 1%[59 µM] | 0%[60.1 µM] | -21% | 25% | x | -7% | -2%
CCCCOc1ccc(NC(=O)C(=O)NCCC2=CCCCC2)cc1 | 57% | 0% | 19%[12.7 µM] | 8% | -11% | 13% | 8% | -13% | -30%

These rows are one share of the data (hit frequency here may not be typical).
